# Mcl-1 Bim block – inhibitors of Bim peptide binding to Mcl-1, primary screen, biochemical, bead-based flow cytometry, multiplex. AID 1009, 2008. inhibition, % at 10 µM. 0.1% of 190,000 active. Bim peptide-Mcl-1 binding; in the data active means inhibition above about 40%;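 further: 0% = no compound tracer wells and 100% = peptide blocker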
# Target sequence (Q07820 whole entry, looked up): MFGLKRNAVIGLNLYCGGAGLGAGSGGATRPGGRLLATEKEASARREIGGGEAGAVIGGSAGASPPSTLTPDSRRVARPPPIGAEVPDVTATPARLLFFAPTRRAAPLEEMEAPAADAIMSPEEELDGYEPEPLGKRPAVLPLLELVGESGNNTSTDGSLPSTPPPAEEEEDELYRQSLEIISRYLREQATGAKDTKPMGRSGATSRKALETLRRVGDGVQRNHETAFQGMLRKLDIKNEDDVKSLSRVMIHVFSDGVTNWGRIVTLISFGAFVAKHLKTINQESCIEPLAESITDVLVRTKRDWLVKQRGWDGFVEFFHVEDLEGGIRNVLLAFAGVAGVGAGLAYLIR
# Mcl1-Bid inh – Mcl-1/Bid binding inhibitors, primary screen, biochemical, TR-FRET, 1536-well; TR-FRET Mcl-1/Bid-Dy647 peptide binding; inhibition, % at 21.7 µM; 0.97% of 220,000 active;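 active means compounds that cut the binding signal by more than half at the single screening dose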;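 further: His-tagged Mcl-1 with europium anti-His antibody binding Bid BH3 peptide; 0% = Mcl-1 plus peptide wells and 100% = peptide-only wells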
# Rab7 wt modul – modulators of GTP binding to Rab7, primary screen, biochemical, wildtype, multiplex bead flow cytometry | GST-Rab7 beads, fluorescent GTP binding; actives lie on both sides; untreated = 100%, excess cold GTP = 0% | GTP binding activity (percent of control), % at 10 µM | 0.055% of 190,000 active;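 active means fluorescent GTP binding to Rab7 beads changed by at least 20 points from the 100% baseline, either direction, mostly lower; inconclusive means compound itself probably fluorescent, or too few beads counted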;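 further: median green fluorescence of bound Bodipy-FL-GTP per Rab7 bead population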
# Rab2A wt mod – modulators of GTP binding to Rab2A wildtype, primary screen, biochemical, dog, bead-based flow cytometry, multiplex; GST-Rab2 wt beads, Bodipy-GTP binding; GTP binding activity, % at 10 µM; Ras-related protein Rab-2A (Canis lupus familiaris), P61105; AID 760, 2007; 0.19% of 190,000 active;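 active means GTP binding activity at least 20 points away from 100%, either lowered or raised; inconclusive means signal likely due to the compound's own green fluorescence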;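 further: 0% = beads with excess unlabeled GTP and 100% = no-compound control corrected for plate trend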
# HRas wt GTP – modulators of GTP binding to HRas wildtype, primary screen, biochemical, bead-based flow cytometry, multiplex | GTPase HRas (Homo sapiens), P01112 | AID 759, 2007 | GST-Ras wt beads, Bodipy-FL-GTP binding; actives lie on both sides | 0.14% of 190,000 active | GTP binding activity, % at 10 µM;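 active means GTP binding activity at least 20% away from the 100% baseline, either lowered as inhibitor or raised as activator; inconclusive means flagged as likely green fluorescent, judged across all proteins in the well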;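 further: 0% = unlabeled GTP competition control and 100% = no-compound control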
# Target sequence (P01112 whole entry, looked up): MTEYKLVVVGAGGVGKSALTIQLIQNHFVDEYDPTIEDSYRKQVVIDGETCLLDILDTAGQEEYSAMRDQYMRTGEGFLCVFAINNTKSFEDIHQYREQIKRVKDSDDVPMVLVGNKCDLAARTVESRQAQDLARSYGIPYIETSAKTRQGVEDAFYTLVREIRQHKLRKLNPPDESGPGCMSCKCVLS
# Pf gametocyte – late stage P. falciparum gametocyte viability inhibitors, primary screen, ATP luminescence, HTS; P. falciparum stage V gametocytes, 24 h; inhibition, % at 10.9 µM; 0.065% of 150,000 active;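 active means inhibition above the mean plus 3 SD of compounds within the control limits, set per campaign, cut at about 38% in these data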;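 further: 0% = DMSO wells and 100% = medium only without gametocytes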
# Rac1 wt GTP bind – wildtype Rac1 GTP binding modulators, primary screen, biochemical, GST-Rac1 beads, flow cytometry, multiplex. Ras-related C3 botulinum toxin substrate 1 (Homo sapiens), P63000. fluorescent GTP binding; actives lie on both sides; 0 = cold GTP competed, 100 = untreated. GTP binding activity (% of control), % at 10 µM. 0.27% of 190,000 active. AID 757, 2007;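 active means GTP binding activity at least 20 points away from the 100% control level, either lower or higher; inconclusive means compound flagged as likely green fluorescent, judged across all proteins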
# Cdc42 wt – modulators of GTP binding to wildtype Cdc42, primary screen, biochemical, multiplex bead flow cytometry, Bodipy-GTP; GST-Cdc42 beads; actives lie on both sides; percent activity (GTP binding), % at 10 µM; Cell division control protein 42 homolog (Homo sapiens), P60953; 0.2% of 190,000 active; AID 761, 2007;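 active means percent activity GTP binding at least 20 points away from the 100% baseline, either down as inhibitor or up as activator; inconclusive means compound flagged as likely green fluorescent from well-wide comparison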;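 further: median bead fluorescence of bound Bodipy-FL-GTP at 100 nM; 0% = excess unlabeled GTP control and 100% = no compound control; below 100% means less GTP binding so inhibitor and above means activator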
# Target sequence (P60953 whole entry, looked up): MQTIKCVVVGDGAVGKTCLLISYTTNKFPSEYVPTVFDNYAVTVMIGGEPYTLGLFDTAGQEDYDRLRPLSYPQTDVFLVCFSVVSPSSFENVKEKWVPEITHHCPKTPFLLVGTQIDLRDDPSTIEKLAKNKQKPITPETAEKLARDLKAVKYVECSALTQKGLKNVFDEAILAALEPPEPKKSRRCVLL
# RGS8-Gao reg – RGS8-Galphao binding modulators, primary screen, biochemical, multiplexed bead flow cytometry; actives lie on both sides; AID 1423, 2008; response (percent of control binding), % at 10 µM; 0.34% of 220,000 active; Guanine nucleotide-binding protein G(o) subunit alpha (Homo sapiens), P09471; in the data active means response below about 60% or above about 140%; inactive means in between;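 further: Galphao activated as the GDP aluminium fluoride complex binding bead-coupled RGS8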
# Target sequence (P09471 whole entry, looked up): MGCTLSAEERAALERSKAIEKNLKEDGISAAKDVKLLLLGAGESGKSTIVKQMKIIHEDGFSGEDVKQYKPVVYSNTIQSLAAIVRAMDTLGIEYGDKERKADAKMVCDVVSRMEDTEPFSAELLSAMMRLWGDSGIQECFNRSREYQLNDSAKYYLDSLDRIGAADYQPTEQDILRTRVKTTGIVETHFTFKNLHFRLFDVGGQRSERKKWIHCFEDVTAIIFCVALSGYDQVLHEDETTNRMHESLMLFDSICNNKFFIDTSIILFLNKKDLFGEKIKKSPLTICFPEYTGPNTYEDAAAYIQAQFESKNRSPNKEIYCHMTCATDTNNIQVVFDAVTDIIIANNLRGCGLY
# Mcl1 Noxa PPI – Mcl-1/Noxa binding inhibitors, primary screen, biochemical, TR-FRET, 1536-well; inhibition, % at 21.7 µM; 1.5% of 220,000 active; TR-FRET Mcl-1/Noxa peptide binding, 2 h; AID 1022, 2008; Induced myeloid leukemia cell differentiation protein Mcl-1 (Homo sapiens), Q07820;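 active means compounds that cut the protein-peptide binding signal by more than 50% relative to plate controls in a single-dose test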;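 further: His-tagged Mcl-1 with rhodamine Noxa BH3 peptide and terbium anti-His antibody; 0% = Mcl-1 plus Noxa peptide wells and 100% = peptide-only wells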
# Rac1 act GTP bind – GTP binding modulators of activated mutant Rac1, primary screen, biochemical, bead-based flow cytometry, multiplex, fluorescent GTP. GST-Rac1 activated beads; actives lie on both sides; 100% means binding = to untreated wells. percent activity (GTP binding), % at 10 µM. Ras-related C3 botulinum toxin substrate 1 (Homo sapiens), P63000. AID 764, 2007. 0.11% of 190,000 active;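 active means GTP binding at least 20 percentage points away from the 100% baseline, in either direction, so actives lie on both sides; inconclusive means Compound likely fluorescent itself, or too few beads counted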
# Starred values were filed as active, the others as inactive; u = inconclusive; x = not tested or not shown. Not a hit list. Share with any hit: about 2.9%.
SMILES,Mcl-1 Bim block,Mcl1-Bid inh,Rab7 wt modul,Rab2A wt mod,HRas wt GTP,Pf gametocyte,Rac1 wt GTP bind,Cdc42 wt,RGS8-Gao reg,Mcl1 Noxa PPI,Rac1 act GTP bind
O=c1cnnc(SCc2ccc([N+](=O)[O-])cc2)[nH]1,-2.0,-15.1,98.0,97.0,101.0,x,103.0,98.0,99.2,12.0,97.0
CCOC(=O)Cc1c(C)nc2c(-c3ccccc3)c(C)nn2c1C,x,-4.7,103.0,101.0,102.0,x,104.0,101.0,99.7,-7.5,100.0
COc1ccc(NC(=O)C(C)Sc2ccccc2)cc1 (stereo unspecified),4.0,-42.7,105.0,103.0,104.0,-16.5,113.0,103.0,95.0,0.0,99.0
Cc1ccccc1OCC(=O)NCC(=O)OCC(=O)c1ccc2ccccc2c1,0.0,-30.3,99.0,96.0,100.0,x,111.0,101.0,96.2,5.3,96.0
Cc1cc(C(=O)CSc2nn3c(=O)c(C(C)(C)C)nnc3s2)c(C)n1C1CC1,5.0,-11.4,u,u,u,x,u,u,103.8,4.7,u
COc1cccc(C2(c3cccc(OC)c3)CC2C(=O)Nc2ccccc2Cl)c1 (stereo unspecified),-3.0,9.0,95.0,100.0,99.0,-5.7,102.0,101.0,102.6,-3.1,99.0
CCCCCC(=O)N(CN1C(=O)CCC1=O)c1ccccc1,-2.0,-11.2,95.0,99.0,100.0,x,99.0,102.0,102.3,18.8,95.0
O=C1C2C(C(=O)N1CC1CCCO1)C1C=CC2C12CC2 (stereo unspecified),1.0,-0.6,98.0,94.0,96.0,x,98.0,95.0,100.6,-22.1,96.0
CC1=CC(c2ccccc2)n2nc(N3C(=O)CCC3=O)nc2N1 (stereo unspecified),0.0,11.3,93.0,100.0,102.0,4.6,103.0,103.0,97.8,21.4,103.0
COc1ccccc1NC(=O)c1oc2ccc(C)cc2c1C,0.0,10.0,102.0,104.0,104.0,19.3,109.0,104.0,107.0,3.7,101.0
COCCN1Cc2cc3cc(C)ccc3nc2SC1=Nc1ccc(OC)cc1,-1.0,-20.3,94.0,97.0,98.0,3.2,104.0,100.0,94.6,20.5,97.0
Cc1[nH]cnc1CSCCN,-2.0,-6.6,93.0,98.0,99.0,3.0,100.0,100.0,91.5,12.5,99.0
Cc1cc(S(=O)(=O)NC2CCCCC2)ccc1OCC(=O)NCc1cccnc1,-4.0,-3.4,99.0,100.0,101.0,x,95.0,98.0,102.6,-5.0,100.0
CC1(C)Cc2nc3sc4c(=O)[nH]cnc4c3cc2CS1,3.0,-7.3,103.0,103.0,102.0,-15.4,106.0,104.0,104.4,-11.9,102.0
CSc1c(-c2ccccc2)nc2ccccc2c1C(=O)O,-4.0,16.1,96.0,97.0,99.0,x,96.0,99.0,105.5,12.3,97.0
CCCCCOc1ccc(Br)cc1CSC(=N)N,9.0,29.9,101.0,98.0,96.0,x,97.0,94.0,119.3,25.1,100.0
Cc1ccc(NC2=NCC(=O)N2Cc2cccs2)cc1C,-1.0,3.7,96.0,100.0,99.0,-3.0,102.0,99.0,103.8,21.7,98.0
O=C1c2ccccc2CCC12N=NCC2c1ccc(Cl)cc1 (stereo unspecified),0.0,0.6,96.0,93.0,96.0,1.3,92.0,95.0,95.6,-3.0,91.0
Cc1nc(N2CCN(C(=O)COc3ccccc3)CC2)c2c(C)c(C)sc2n1,-3.0,-8.0,101.0,102.0,100.0,-5.7,101.0,100.0,100.3,15.4,99.0
CCOC(=O)CSc1nc2c(sc3ccccc32)c(=O)n1CCCN1CCOCC1,0.0,10.0,96.0,94.0,96.0,x,97.0,97.0,101.0,20.1,95.0
CCCCOC(=O)c1[nH]c(C)c(C(=O)OC)c1C,2.0,6.4,100.0,97.0,97.0,-25.1,94.0,95.0,105.1,9.9,96.0
CCOc1ccc(S(=O)(=O)NCC2CCCO2)c2cccnc12 (stereo unspecified),1.0,-2.7,100.0,101.0,101.0,7.5,100.0,101.0,105.0,-22.1,100.0
N#CCC(=O)N/N=C/c1cc(-c2ccccc2)n(-c2ccc(Cl)cc2)c1-c1ccccc1,-4.0,-55.2,96.0,96.0,93.0,-11.7,91.0,91.0,101.1,21.8,93.0
NCc1oc(-c2ccccc2)cc1C(=O)O,-3.0,-24.4,101.0,97.0,97.0,-12.1,99.0,98.0,110.7,2.7,94.0
CCOC(=O)c1c(NC(=O)c2ccc(N3CCOCC3)c([N+](=O)[O-])c2)sc(C)c1C,-1.0,-30.9,103.0,101.0,102.0,x,108.0,101.0,98.6,-13.8,99.0
# The list goes on:
SMILES,Mcl-1 Bim block,Mcl1-Bid inh,Rab7 wt modul,Rab2A wt mod,HRas wt GTP,Pf gametocyte,Rac1 wt GTP bind,Cdc42 wt,RGS8-Gao reg,Mcl1 Noxa PPI,Rac1 act GTP bind
O=C(NCC(c1cccs1)N1CCOCC1)c1cccc([N+](=O)[O-])c1 (stereo unspecified),-4.0,-9.9,99.0,102.0,100.0,x,106.0,104.0,99.2,8.1,99.0
Cc1cc(OC(=O)c2cccs2)ccc1C(C)C,-4.0,-22.6,93.0,92.0,96.0,x,97.0,95.0,103.8,-27.4,92.0
CCOC(=O)c1cc(-c2ccccc2)sc1NC(=O)c1ccc(OC)c(OC)c1,-30.0,39.2,96.0,96.0,98.0,-6.0,102.0,100.0,89.7,7.8,99.0
COc1ccc2c(c1)c1c(n2C(C)=O)C(OC(C)=O)=NCC1,0.0,1.5,101.0,103.0,103.0,x,103.0,107.0,101.8,17.9,98.0
CC(C)=CC(=O)Nc1ccccc1Br,x,-41.2,94.0,98.0,96.0,x,93.0,99.0,96.6,x,95.0
Cn1c(CCN2CCCCC2)nc2cc(NS(=O)(=O)c3ccc(F)cc3)ccc21,-1.0,-14.0,101.0,99.0,102.0,x,99.0,99.0,100.9,-14.7,98.0
S=C(NCCc1ccccc1)NCc1cccs1,0.0,-48.8,102.0,99.0,99.0,-4.4,107.0,100.0,93.4,12.8,99.0
O=C(Nc1nc(-c2ccc(Cl)cc2)cs1)NC1CCCCC1,-5.0,-8.1,99.0,100.0,101.0,-0.4,105.0,99.0,104.2,-11.8,100.0
CC(=O)c1cccc(NC(=O)c2csc3c2CCCCC3)c1,0.0,0.2,97.0,96.0,96.0,-11.7,101.0,90.0,99.6,26.0,92.0
Cc1nnc(SCC(=O)Nc2ncc3c(n2)CCCC3=O)s1,-2.0,-4.4,102.0,101.0,102.0,-3.7,103.0,102.0,102.9,13.6,100.0
C=C(C)Cn1c(SCC(=O)N/N=C/c2cccc(O)c2)nc2ccccc2c1=O,-6.0,5.5,96.0,99.0,98.0,-3.5,101.0,100.0,102.8,16.9,98.0
O=S(=O)(c1ccc(Cl)c(NC(=S)N/N=C/c2ccc(O)cc2)c1)N1CCOCC1,-8.0,-61.3,90.0,91.0,95.0,x,99.0,97.0,100.1,17.8,101.0
Cc1ccc(NC(=O)CCn2cnc3cc(C)c(C)cc32)cc1,1.0,-7.2,100.0,96.0,99.0,2.0,103.0,103.0,104.4,-10.5,98.0
O=C(NCc1nc2ccccc2[nH]1)c1ccc([N+](=O)[O-])cc1,0.0,-5.3,98.0,97.0,97.0,-15.8,102.0,99.0,102.5,14.7,97.0
CCC(=O)/C=C1\Sc2ccccc2N1CC,-3.0,-12.9,95.0,97.0,96.0,4.1,102.0,99.0,94.4,11.5,100.0
CC12CCC(C(=O)N(NC(=O)c3cc(Cl)ccc3O)C1=O)C2(C)C (stereo unspecified),0.0,-5.6,100.0,100.0,100.0,x,103.0,102.0,99.5,-2.3,97.0
Cc1cc(OC(=O)C(c2ccccc2)c2ccccc2)c([N+](=O)[O-])c(=O)[nH]1,2.0,3.1,102.0,102.0,102.0,x,105.0,105.0,99.7,10.5,103.0
COc1cc(NC(C)C(=O)N2CC(C)OC(C)C2)cc(OC)c1 (stereo unspecified),6.0,0.6,98.0,99.0,97.0,x,99.0,97.0,85.0,25.4,97.0
COc1ccccc1C(=O)NC(C)c1ccccc1 (stereo unspecified),0.0,20.5,104.0,104.0,104.0,x,108.0,105.0,102.2,41.6,104.0
CCOC(CCn1c(SCc2ccc([N+](=O)[O-])cc2)nc2ccccc2c1=O)OCC,3.0,6.4,92.0,93.0,95.0,4.1,100.0,95.0,99.5,-12.2,96.0
CCOC(=O)C1=C(C)NC(=O)NC1c1ccc(OCC(=O)Nc2ccccc2)c(OC)c1 (stereo unspecified),0.0,-5.7,100.0,99.0,101.0,x,104.0,98.0,103.9,-2.9,97.0
COCCn1c(=S)[nH]c2cc(OC)c(OC)cc2c1=O,-5.0,-21.2,98.0,103.0,103.0,-24.4,100.0,103.0,100.9,12.4,99.0
CC(NC(=O)c1ccc2c(c1)OCCO2)C(=O)O (stereo unspecified),3.0,-14.8,102.0,101.0,102.0,x,106.0,104.0,98.2,5.3,100.0
CS(=O)(=O)N(CC(=O)Nc1cccc([N+](=O)[O-])c1)c1cccc(F)c1,0.0,-31.0,98.0,96.0,96.0,-10.3,96.0,94.0,99.9,-2.5,93.0
Cc1cccc(C)c1NC(=O)CNC(=O)CCC(=O)c1cccs1,-2.0,-16.6,100.0,100.0,100.0,6.8,102.0,99.0,105.5,19.8,100.0
# Additional entries follow:
SMILES,Mcl-1 Bim block,Mcl1-Bid inh,Rab7 wt modul,Rab2A wt mod,HRas wt GTP,Pf gametocyte,Rac1 wt GTP bind,Cdc42 wt,RGS8-Gao reg,Mcl1 Noxa PPI,Rac1 act GTP bind
COC(=O)c1cc(C(=O)NCc2ccccc2)c(=O)[nH]c1C,-3.0,-18.5,103.0,100.0,103.0,11.0,102.0,100.0,100.8,-4.8,101.0
COc1cccc(N2CCN(CC(=O)Nc3ccc(SC(F)F)cc3)CC2)c1,4.0,-33.4,96.0,90.0,93.0,-13.5,96.0,96.0,103.3,27.1,92.0
Clc1cccc(N/N=C/c2ccc(N3CCOCC3)s2)c1,-14.0,-38.1,102.0,100.0,100.0,2.7,103.0,99.0,98.5,86.8*,97.0
Cc1cc(NC(=O)CSc2nnc3c(C)cc4cc(C)c(C)cc4n23)no1,-1.0,23.9,99.0,96.0,98.0,x,100.0,99.0,112.1,-14.1,96.0
O=C(O)c1c[nH]ccc1=O,-2.0,-5.4,96.0,101.0,103.0,11.0,101.0,104.0,104.5,-11.3,102.0
N#C/C(=C\c1ccc(N2CCOCC2)o1)C(=O)N1CCOCC1,-2.0,-48.2,104.0,96.0,102.0,x,108.0,105.0,100.9,15.1,101.0

# From PubChem
